# Compound activity: PubChem BioAssay, several laboratories
# NOD2-RIPK2 inh: NOD2-RIPK2 binding disruptors in cells, primary screen, fluorescence, CHO cells, BLA complementation; Receptor-interacting serine/threonine-protein kinase 2 (Homo sapiens), O43353; CCF4 ratio; inhibition, % at 4.98 µM; 0.38% of 360,000 active; AID 624267, 2012; in the data active means inhibition above about 21%;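 further: 0% = vehicle only and 100% = reference blocker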
# Exocytosis inh: LAMP-1 surface exposure blockers, TALL-104 cells – cell-based, flow cytometry, MLPCN library, primary screen; AID 651702, 2012; inhibition, % at 10 µM; 0.66% of 360,000 active; TALL-104 LAMP-1 surface exposure; cells stimulated with thapsigargin and PMA;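 active means inhibition above about 55%, limit read from the data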
# COUP-TFII inh: NR2F2 transcriptional activity inhibitors, primary screen, cell-based, luciferase reporter, HEK293T, luminescence. HEK293T NGFI-A luciferase reporter. AID 686940, 2013. inhibition, % at 8.6 µM. 0.7% of 370,000 active. COUP transcription factor 2 (Homo sapiens), P24468;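 active means inhibition above a per-plate cutoff, mean inhibition of test wells between control levels plus 3 SD, cut at about 38% in these data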;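 further: cells cotransfected with COUP-TFII expression vector driving the NGFI-A reporter; 0% = median of COUP-TF2 test wells and 100% = reporter-only cells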
# NCOA1 inh: SRC1 coactivator transcriptional activity inhibitors, primary screen, cell-based, luminescence; HEK293 GAL4-SRC1 luciferase reporter; inhibition, % at 3.6 µM; 0.12% of 360,000 active; Nuclear receptor coactivator 1 (Homo sapiens), Q15788; AID 588354, 2011;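 active means inhibition above the campaign mean plus 3 SD, with each screening campaign given its own cutoff, cut at about 60% in these data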;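 further: 0% = DMSO treated cells and 100% = gossypol at 36 µM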
# SRC2 inh: inhibition of GAL4-SRC2 driven luciferase reporter, primary screen, SRC2 inhibitor project, cell-based, luminescence | Nuclear receptor coactivator 2 (Homo sapiens), Q15596 | HEK293 GAL4-SRC2 luciferase reporter | inhibition, % at 9 µM | 0.17% of 370,000 active | AID 651957, 2012;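 active means inhibition above the mean inhibition of all tested compounds plus 3 SD, set per campaign, cut at about 52% in these data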;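 further: 0% = DMSO treated cells and 100% = cells given Gossypol at 36 µM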
# LRH-1 inv ag: LRH-1 (NR5A2) inverse agonists, primary screen, cell-based, luminescence, HEK293T, StAR-luciferase reporter; inhibition, % at 3.6 µM; 0.13% of 360,000 active; LRH-1 transfected, 24 h; Nuclear receptor subfamily 5 group A member 2 (Homo sapiens), O00482;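 active means inhibition above the mean inhibition of all tested compounds plus 3 SD, cut at about 73% in these data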;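 further: 0% = DMSO wells and 100% = reporter-only cells lacking LRH-1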
# TROY NFkB inh: inhibitors of TROY-driven NF-kB signaling, primary screen, Q293 LMP1-TROYcd cells, NF-kB luciferase, uHTS | Q293 LMP1-TROYcd NF-kB luciferase reporter, 4 h | inhibition, % at 10 µM | 0.98% of 360,000 active | AID 1347056, 2019;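 active means compounds whose plate-normalised and pattern-corrected inhibition of the luciferase reporter signal at the single screening dose is 50% or more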
# ABHD5 PLIN5 PPI: ABHD5-PLIN5 interaction inhibitors, primary screen, cell lysate, split luciferase complementation, luminescence; Split G. princeps luciferase complementation, 4 h; Perilipin-5 (Homo sapiens) + 1-acylglycerol-3-phosphate O-acyltransferase ABHD5 (Homo …; inhibition, % at 4 µM; 0.78% of 360,000 active; AID 602281, 2012;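 active means inhibition above the mean inhibition across every tested compound plus 3 SD, cut at about 22% in these data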;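 further: 0% = DMSO only wells and the 100% control is not disclosed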
# TWEAK-Fn14 inh: inhibitors of TWEAK-Fn14 signaling, primary screen, luciferase reporter cells, uHTS. 2% of 360,000 active. TWEAK-stimulated Fn14 reporter cells, luciferase luminescence, 8 h. inhibition, % at 10 µM; in the data active means inhibition above about 50%
# TLR9-MyD88 inh: inhibitors of TLR9-MyD88 association in cells, primary screen, cell-based, CHO, BLA complementation, fluorescence | Toll-like receptor 9 (Homo sapiens) + Myeloid differentiation primary response protein … | CCF4 FRET ratio | inhibition, % at 4.98 µM | 0.21% of 340,000 active | AID 504734, 2011;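 active means inhibition above the mean over all tested compounds plus 3 SD, cut at about 21% in these data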;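 further: 0% = DMSO only wells and 100% = clavulanate BLA inhibitor control wells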
# SRC3 inh: SRC3 coactivator transcriptional activity inhibitors, primary screen, cell-based, luminescence; Nuclear receptor coactivator 3 (Homo sapiens), Q9Y6Q9; HEK293 GAL4-SRC3 luciferase reporter; 0.17% of 360,000 active; inhibition, % at 3.6 µM; AID 588352, 2011;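 active means inhibition above a per-campaign cutoff, the mean of all compounds plus 3 SD, cut at about 60% in these data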;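 further: 0% = DMSO-treated cells and 100% = gossypol-treated cells at 36 µM; higher means less SRC3-driven luciferase light from the GAL4 reporter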
# Target sequence (Q9Y6Q9 whole entry, looked up, the tested form may be a part): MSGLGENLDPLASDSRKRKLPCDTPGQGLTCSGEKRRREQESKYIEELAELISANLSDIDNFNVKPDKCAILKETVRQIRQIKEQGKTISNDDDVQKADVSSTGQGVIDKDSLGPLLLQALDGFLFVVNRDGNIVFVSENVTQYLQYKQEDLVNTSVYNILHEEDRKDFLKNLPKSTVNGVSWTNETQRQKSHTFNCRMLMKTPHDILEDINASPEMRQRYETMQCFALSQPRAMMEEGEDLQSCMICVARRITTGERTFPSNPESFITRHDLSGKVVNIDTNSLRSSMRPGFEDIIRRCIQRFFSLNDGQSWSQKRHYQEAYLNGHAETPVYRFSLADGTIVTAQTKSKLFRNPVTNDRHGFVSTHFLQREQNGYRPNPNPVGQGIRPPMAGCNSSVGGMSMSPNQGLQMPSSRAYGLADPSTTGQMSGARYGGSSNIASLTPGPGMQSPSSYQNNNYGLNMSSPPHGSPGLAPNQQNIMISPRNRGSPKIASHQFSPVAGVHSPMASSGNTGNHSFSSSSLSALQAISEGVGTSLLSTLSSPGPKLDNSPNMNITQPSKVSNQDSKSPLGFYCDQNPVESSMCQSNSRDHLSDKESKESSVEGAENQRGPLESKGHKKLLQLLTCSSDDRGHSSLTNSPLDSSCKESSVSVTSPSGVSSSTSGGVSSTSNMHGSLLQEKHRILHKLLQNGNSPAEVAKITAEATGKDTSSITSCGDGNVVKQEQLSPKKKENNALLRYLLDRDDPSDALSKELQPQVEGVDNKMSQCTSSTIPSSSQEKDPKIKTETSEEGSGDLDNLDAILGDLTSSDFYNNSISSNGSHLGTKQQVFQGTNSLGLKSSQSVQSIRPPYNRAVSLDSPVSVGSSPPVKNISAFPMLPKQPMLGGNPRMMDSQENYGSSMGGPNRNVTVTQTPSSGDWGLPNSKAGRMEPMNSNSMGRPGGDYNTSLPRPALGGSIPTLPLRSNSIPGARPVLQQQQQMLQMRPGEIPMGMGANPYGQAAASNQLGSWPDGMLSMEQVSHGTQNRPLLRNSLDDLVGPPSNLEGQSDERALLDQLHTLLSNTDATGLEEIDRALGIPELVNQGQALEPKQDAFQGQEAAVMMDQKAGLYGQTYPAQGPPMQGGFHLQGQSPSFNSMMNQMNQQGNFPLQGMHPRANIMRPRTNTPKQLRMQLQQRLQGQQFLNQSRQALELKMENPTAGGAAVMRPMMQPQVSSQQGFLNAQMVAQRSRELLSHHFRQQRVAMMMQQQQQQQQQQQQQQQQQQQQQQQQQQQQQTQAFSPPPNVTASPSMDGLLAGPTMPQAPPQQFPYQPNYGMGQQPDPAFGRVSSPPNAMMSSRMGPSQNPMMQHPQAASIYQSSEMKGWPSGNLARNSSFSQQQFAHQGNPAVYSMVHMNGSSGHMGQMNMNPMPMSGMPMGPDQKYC
# The depositor's hits bear a star; . = not tested or not shown.
# Order of results – NOD2-RIPK2 inh, Exocytosis inh, COUP-TFII inh, NCOA1 inh, SRC2 inh, LRH-1 inv ag, TROY NFkB inh, ABHD5 PLIN5 PPI, TWEAK-Fn14 inh, TLR9-MyD88 inh, SRC3 inh
> Cc1ccc(CNC(=O)CCN2C(=O)[C@@H]3Cc4ccccc4CN3C2=O)cc1
  -14.2, -2.3, -14.8, -13.9, 12.9, 11.2, -27.7, 5.4, -19.4, 9.1, 21.3
> O=C(OCCCN=C1NS(=O)(=O)c2ccccc21)c1ccc(F)cc1
  -3.4, -0.8, 10.7, -0.5, 0.1, 4.2, 4.7, -1.6, 7.2, -7.0, 4.0
> OC[C@@H]1CN(Cc2cccnc2)C[C@H](n2cnc3c(N4CCN(c5ccccc5)CC4)ncnc32)O1
  -2.8, -10.6, 2.7, 7.6, 12.8, 14.9, 3.5, -5.4, 2.2, ., 6.4
> Cc1c(C)c2ccc(OCC(=O)N3CCN(c4ccccc4)CC3)cc2oc1=O
  -6.7, -9.0, ., -6.8, ., 6.9, 6.5, -10.2, -6.4, -0.1, 2.9
> Cc1cccc(CN2C(=O)CCSc3ccc(Cl)cc32)c1
  7.1, -0.9, 15.5, 1.6, -13.6, -15.0, 2.0, -3.0, 6.4, -1.9, -9.0
> Cc1ccc(C2(C)NC(=O)N(CC(=O)Nc3ccc(-c4nc5ccc(C)cc5s4)cc3)C2=O)cc1 (stereo not given)
  -3.1, 23.5, -32.9, -87.8, -61.0, -105.6, 28.7, -0.7, 36.0, -14.8, -79.4
> CCOC(=O)[C@]12CCC=C1N(Cc1ccc3c(c1)OCO3)C(=O)[C@H](CC(=O)NCc1cccc(C(F)(F)F)c1)C2
  -4.3, 6.2, 10.8, ., -26.4, -3.6, -4.8, -3.8, 16.5, ., .
> CC(C)(CC(=O)O)CC(=O)O
  -6.2, -4.7, -2.4, -8.4, -13.9, -8.3, -19.4, 16.9, 2.4, 4.0, 16.0
> COc1ccccc1CNC(=O)Nc1nc(C(N)C(C)C)cs1 (stereo not given)
  -6.5, -9.6, -6.9, -18.4, -28.1, 5.7, 0.8, 2.8, -2.3, ., 12.1
> O=C(Nc1ccc(Cl)cc1)c1cc(S(=O)(=O)Nc2ccccn2)ccc1Cl
  -13.9, -19.2, 4.1, -4.1, 21.0, 7.6, 12.3, -2.4, 4.8, 1.5, 0.5
> CC(NS(=O)(=O)c1cccc(C(=O)NCc2ccncc2)c1)c1ccccc1 (stereo not given)
  -2.1, -0.6, -3.2, -1.2, -12.3, 3.0, -9.3, 4.8, 0.9, 7.4, 10.4
> CCCN(Cc1ccc(N(C)C)cc1)CC1CC1
  -2.4, 2.2, -9.4, 5.8, -19.0, -21.7, 4.6, 7.0, 3.2, -6.6, 7.8
> CC(=O)c1cccc(NC(=O)C2CCCN2S(=O)(=O)c2cccc3nsnc23)c1 (stereo not given)
  -10.3, 4.4, 11.1, -2.6, -7.8, -1.1, -2.4, 11.2, -11.4, -1.8, -3.3
> O=C(COC(=O)C1(c2ccccc2F)CCCC1)Nc1ncc(C(F)(F)F)cc1Cl
  8.9, 21.4, 10.5, 11.8, 18.0, 10.9, -2.3, -0.1, 1.3, 2.4, 16.4
> COc1ccccc1C=NNC(=O)C(=O)NN=Cc1ccccc1OC
  9.1, -7.7, 9.1, -12.2, -8.7, 12.4, -4.5, 13.6, -11.2, -4.1, 0.8
> COc1ccccc1NC(=O)c1ccc2nc(-c3ccccc3)c(-c3ccccc3)nc2c1
  -3.6, -2.1, -14.2, 19.7, 9.2, 7.6, -13.5, 2.0, 15.3, 3.3, 4.7
> CCCN(CCC)C(=O)c1cn(CC)c2ccc(S(=O)(=O)N3CCCCC3)cc2c1=O
  -12.2, -8.0, 4.4, 1.8, 12.4, 10.1, 2.8, 1.0, -1.8, -2.4, -6.4
> O=C(Nc1cc(Cl)ccc1-n1cncn1)c1ccc([N+](=O)[O-])o1
  -5.0, 0.0, -5.3, -11.4, -6.5, 60.0, 4.5, 2.6, 4.7, 4.2, -17.6
> CN(C)CCCN(C(=O)COc1ccccc1)c1nc2ccc(Cl)cc2s1
  4.3, 46.6, -8.5, -83.5, -25.8, -17.9, -10.7, 14.9, -10.4, -12.9, 7.5
> COc1ccccc1OCc1nc(C#N)c(N2CCCC2)o1
  -7.7, -2.8, 7.8, -2.8, 17.1, -10.5, -13.1, 1.0, -10.8, 6.5, 19.9
> C#CCOCCOCCOCCNc1nc(N2CCN(C(=O)Cn3cc(CCCN=C(N)N)nn3)CC2)nc(N2CCN(C(=O)[C@H](CCCCN)n3cc(CC(C)O)nn3)CC2)n1 (stereo not given in full)
  -9.0, -4.8, -9.8, 5.2, -27.5, -3.6, 2.8, -3.9, -4.0, 0.0, -4.4
> CCC(=O)Nc1ccc(C(=O)NNC(=O)c2ccc(C)cc2)cc1
  -6.6, -2.4, -6.6, -7.2, 14.6, 8.1, 11.2, -1.4, 0.5, -8.7, -14.1
> CN(C)CC1(C)Cc2ccsc2C1O (stereo not given)
  -14.1, -3.4, 3.0, -0.8, -8.2, 1.5, -0.2, 7.8, 8.9, -1.3, -14.9
> COc1ccc(CNC(=O)c2sc(=O)n(Cc3ccc(S(=O)(=O)N(C)C)cc3)c2C)cc1
  -9.6, -9.6, 44.6*, 14.3, 22.1, 12.9, -2.2, 2.5, 20.1, ., 11.1
> COC(=O)c1ccc(C(=O)NC2CCCc3c2cnn3-c2ccccc2F)nc1 (stereo not given)
  1.6, -15.5, 8.8, 1.1, -4.3, 30.8, 13.0, -1.7, -4.8, 0.5, 5.6
> CCN(CC)C(=O)c1ccc2sc([C@@H]3O[C@H](CO)[C@H](O)[C@H](O)[C@H]3O)nc2c1
  4.2, 0.7, -9.8, 8.2, -3.4, 2.5, 8.9, 1.8, 2.3, ., -5.4
> O=C(C1=C[C@@H](c2ccccc2)C[C@@H](OCc2ccc(CO)cc2)O1)N1CCOCC1
  -1.8, -6.0, 3.7, -3.0, -2.3, -15.9, -3.1, -5.8, -1.3, -8.4, -1.6
> O=S(=O)(CCc1nc2ccccc2o1)c1ccc(Cl)c(Cl)c1
  -3.1, 0.5, -3.5, -3.5, 17.1, -11.0, -7.6, 2.1, 0.4, 11.5, 16.9
> CS(=O)(=O)N1CCN(c2ccccc2NC(=O)c2cc(Br)ccc2Cl)CC1
  0.4, -0.8, 14.3, -15.3, 1.0, -3.7, 1.3, 4.4, -16.6, -1.4, -1.9
> O=C(OCCN1C(=O)c2ccccc2C1=O)C1CCN(S(=O)(=O)c2cccs2)CC1
  -10.9, 6.7, 1.9, -32.3, -32.1, 6.2, -26.6, 7.2, 0.3, 3.0, -1.8
> CN(C)S(=O)(=O)c1ccc(N2CCCC2)c(C(=O)NNC(=O)COc2ccccc2F)c1
  5.5, 6.5, 6.3, -3.7, 10.9, -23.1, -13.3, 6.6, -9.0, -5.8, -4.5
> Cc1ccc(S(=O)(=O)N2CCN(C(=O)CSCc3ccc(C(C)C)cc3)CC2)cc1
  1.5, -3.8, -18.6, -11.6, 6.9, -5.7, 12.4, 1.0, 7.3, 1.6, 10.3
> COc1ccc(OCCSc2ncn[nH]2)cc1
  -1.4, -3.7, 9.0, -37.9, -0.5, -46.6, -46.3, 5.2, 4.7, 2.5, -22.6
> CCC1(CC)NC(=O)N(CC(=O)Nc2ccc(-n3cnnn3)cc2)C1=O
  -8.8, 8.0, -0.7, 15.1, 7.0, 17.0, -3.8, 17.1, 6.5, -5.5, -1.2
> CCCCC(=O)Nc1cccn2ncnc12
  -8.6, -0.8, 20.4, 24.6, 9.0, -26.4, 4.2, 8.7, 9.1, -9.5, 12.3
> CSc1ccccc1C(=O)Nc1nccs1
  -1.8, -1.6, 2.7, -6.1, 12.5, 9.8, -11.4, 8.9, 1.1, 8.1, 17.9
> O=[N+]([O-])c1ccc(S(=O)(=O)NCCc2ccncc2)cc1
  -4.6, -3.6, 2.9, 6.0, 11.9, -8.3, -18.5, -2.6, 11.2, 0.0, 3.3
> Cc1ccc(-c2ccc3c(c2)O[C@H](CN(C)C(=O)CC2CC2)[C@H](C)CN([C@@H](C)CO)S3(=O)=O)cc1
  5.6, -2.5, -11.0, -15.1, 15.5, 10.5, 3.9, 7.5, 26.4, -10.6, 10.9
> O=C(c1ccc(F)cc1)N1CCN(c2ccc(N3CCOCC3)nn2)CC1
  -9.0, -6.5, 1.6, 3.0, 25.5, 7.7, -3.2, 6.2, -19.4, 4.0, 8.2
> CCOC(=O)CC(C)(C)/C(C)=N/Nc1ccc([N+](=O)[O-])cc1[N+](=O)[O-]
  3.2, -2.5, 8.4, -3.7, -4.4, 15.6, 17.7, 4.4, -13.6, -0.9, -1.1
> Cc1ccc(S(=O)(=O)N2c3ccccc3NC(=O)CC2C)cc1 (stereo not given)
  -6.3, -4.6, -18.1, -6.3, -36.0, 19.9, 5.7, 4.1, -4.0, -11.7, -14.2
> COc1nonc1NC(=O)CSc1nc2ccccc2[nH]1
  2.5, -2.4, -7.5, -6.0, 17.8, 11.6, 2.6, -0.3, 1.5, -9.1, 10.5
> CCc1ccc(C(=O)NNC(=O)CC2OC(=O)c3ccccc32)cc1 (stereo not given)
  8.1, -6.7, -9.2, -41.8, -39.4, -10.9, -50.2, -6.4, -3.4, -4.6, -17.9
> Cc1noc(C)c1NC(=O)N(C)C[C@@H]1OCc2cnnn2CCCC(=O)N([C@@H](C)CO)C[C@H]1C
  -7.9, -3.3, 1.0, -17.5, 6.2, 2.1, -9.5, 2.3, -5.1, 4.0, -7.2
> C[C@H]1CN([C@@H](C)CO)C(=O)c2cc(Br)cnc2O[C@H]1CN(C)S(=O)(=O)c1ccccc1F
  -10.0, -3.0, 6.9, 9.2, -23.0, -15.7, 1.4, -2.5, -25.6, -5.0, 3.6
> O=C(CO/N=C/c1ccc(OC(F)F)cc1)NCc1ccc(F)cc1
  3.1, 0.6, 7.8, -9.6, -43.0, -7.7, -10.7, 2.6, -1.3, -0.1, 5.3
> COc1ccc(Cl)cc1C(=O)N1CCN(c2ccccn2)CC1
  -5.8, 2.6, 2.9, 7.5, 5.5, -1.1, 15.0, -3.0, 15.7, 3.8, 6.4
> O=C(CSc1n[nH]c(=O)n1Cc1ccco1)Nc1ccccc1
  -5.6, -1.1, -4.1, 9.8, -25.9, -12.0, -12.2, 2.6, 9.9, ., 18.6
> Cc1cc(C(=O)CSc2nc3ccccc3[nH]2)c(C)n1CC1CCCO1 (stereo not given)
  -3.3, 89.6*, 80.3*, 48.0, 63.1*, 46.0, 41.8, -4.0, 19.5, 1.1, 72.8*

# Not all compounds are listed; count on the stated rates, not on these rows.
